TRPC6 act = mouse TRPC6 channel activators, primary screen, cell-based, HEK293, membrane potential dye; Short transient receptor potential channel 6 (Mus musculus), Q61143; B-score at 10 µM; actives 0.13% (n = 310,000); AID 2550, 2010; HEK293-TRPC6 membrane potential dye fluorescence; hits give high values;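 active = B-score of the integrated fluorescence ratio above library mean plus 3 SD, and starting fluorescence ratio within library mean plus 5 SD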;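 note: higher score means more depolarization so channel activation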
TMEM16A act = TMEM16A chloride channel activators or potentiators, primary screen, cell-based, HTS; Anoctamin-1 (Mus musculus), Q8BHY3; actives 0.3% (n = 340,000); HEK293 TMEM16A/YFP-H148Q/I152L, iodide quench fluorescence; hits give low values; B-score at 10 µM;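 active = fluorescence-ratio B-score plate-corrected deviation score at least 3 library SD below zero, with starting fluorescence score within 5 deviations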;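 note: channel opened by trigger with iodide after compound preincubation; score built on the fluorescence ratio of max minus min over baseline; more negative score means more quench and so TMEM16A activation or potentiation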
SKKanGAS inh = S. pyogenes SKKanGAS growth inhibitors in kanamycin, primary screen, streptokinase expression inhibitor project, SKKanGAS strain, BacTiter-Glo luminescence | 6 h | inhibition, % at 7.5 µM | actives 1.3% (n = 300,000);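 active = mean replicate score, as percent of positive control median, at least 50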;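 note: strain carries kanamycin resistance gene driven by streptokinase promoter and grows in 40 µg/ml kanamycin; loss of luminescence reflects streptokinase promoter inhibition or plain growth inhibition; 0% = median of DMSO wells and 100% = positive control at its reference dose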
MrgX1 agonist = agonists of human MrgX1 receptor, primary screen, HEK293 cells, Fluo-4 calcium flux; Fluo-4 calcium fluorescence, agonist mode; hits give high values; B-score at 10 µM; actives 0.44% (n = 310,000);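 active = calcium response B-score plate-corrected fluorescence ratio at least 3 library SD, with starting fluorescence B-score inside 5 SD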
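Assay system: MrgX1-expressing HEK293 cells / Amount: fifteen thousand cells per well / Doses: test compound in the initial addition of three / Timing: cells plated overnight, dye loaded 0.5 h 37 °C, 0.5 h room temperature / Technique: kinetic calcium dye fluorescence, Fluo-4 NW / Control set: positive and negative controls per plate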
TRPC4 block = inhibitors of mouse TRPC4 channel, primary screen, Fluo4 calcium, HEK293 TRPC4beta/mu-opioid cells; Short transient receptor potential channel 4 (Mus musculus), Q9QUQ5; DAMGO-evoked Fluo4 calcium flux; hits give low values; B-score at 10 µM; actives 0.39% (n = 300,000); AID 2247, 2010;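 active = B-score over 3 SD under the library average, no early fluorescence shift, positive overall ratio signal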
Target sequence (Q9QUQ5 whole entry, looked up): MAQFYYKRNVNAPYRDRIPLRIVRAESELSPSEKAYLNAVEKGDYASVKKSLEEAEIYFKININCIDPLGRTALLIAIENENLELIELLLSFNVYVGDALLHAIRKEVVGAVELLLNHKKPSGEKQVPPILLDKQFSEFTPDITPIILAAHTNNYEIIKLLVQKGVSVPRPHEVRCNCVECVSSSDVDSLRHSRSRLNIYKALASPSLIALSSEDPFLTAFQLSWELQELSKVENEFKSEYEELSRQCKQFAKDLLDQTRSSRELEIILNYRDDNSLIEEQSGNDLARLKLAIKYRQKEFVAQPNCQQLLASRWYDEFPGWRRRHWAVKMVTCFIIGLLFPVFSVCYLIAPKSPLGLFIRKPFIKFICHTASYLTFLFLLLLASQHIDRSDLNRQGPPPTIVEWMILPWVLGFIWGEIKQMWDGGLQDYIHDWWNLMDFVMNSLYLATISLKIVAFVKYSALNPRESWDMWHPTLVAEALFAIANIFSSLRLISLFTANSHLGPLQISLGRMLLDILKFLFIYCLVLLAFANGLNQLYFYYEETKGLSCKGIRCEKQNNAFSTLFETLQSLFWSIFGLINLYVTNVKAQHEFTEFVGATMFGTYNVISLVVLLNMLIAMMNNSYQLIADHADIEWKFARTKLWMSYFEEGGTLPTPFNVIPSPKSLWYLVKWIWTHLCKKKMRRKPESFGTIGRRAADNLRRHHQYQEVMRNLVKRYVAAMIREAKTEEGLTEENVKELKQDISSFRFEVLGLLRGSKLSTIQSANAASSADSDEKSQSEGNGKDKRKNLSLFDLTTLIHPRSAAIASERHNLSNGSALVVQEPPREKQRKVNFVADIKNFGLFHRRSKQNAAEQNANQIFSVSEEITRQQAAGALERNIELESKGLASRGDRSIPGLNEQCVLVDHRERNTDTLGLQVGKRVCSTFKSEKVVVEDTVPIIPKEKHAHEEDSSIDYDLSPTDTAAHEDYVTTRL
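Material: HEK293 cells with stable TRPC4beta plus mu-opioid receptor expression / Probe or stimulus: DAMGO in two steps, submaximal then maximal / Compound: single concentration per test compound / Technique: kinetic Fluo4 fluorescence imaging of calcium influx / Read-out: per-well B score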
MrgX1 PAM = positive allosteric modulators of MrgX1, primary screen, HEK293 cells, Fluo-4 calcium flux; Mas-related G-protein coupled receptor member X1 (Homo sapiens), Q96LB2; FDSS; hits give high values; B-score at 10 µM; actives 0.63% (n = 310,000); AID 588675, 2011;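 active = plate-corrected calcium response at least 3 library SD above typical, normal starting fluorescence, not activating the receptor alone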;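 note: compound read alongside a low EC10 to EC30 dose of BAM8-22 agonist; peak minus trough fluorescence over baseline measured at the second addition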
MrgX1 antag = antagonists of human MrgX1 receptor, primary screen, HEK293 cells, Fluo-4 calcium flux | Mas-related G-protein coupled receptor member X1 (Homo sapiens), Q96LB2 | BAM8-22 antagonism; hits give low values | B-score at 10 µM | actives 1.3% (n = 310,000);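 active = calcium-response B-score plate-corrected more than 3 library SD below zero, starting fluorescence within 5 deviations, no agonist response on first addition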;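 note: peak minus trough fluorescence over baseline after final BAM8-22 challenge near maximal dose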
TRPC4 act = activators of mouse TRPC4 channel, primary screen, Fluo4 calcium, HEK293 TRPC4beta/mu-opioid cells; actives 0.49% (n = 310,000); B-score at 10 µM; Fluo4 calcium fluorescence; hits give high values; Short transient receptor potential channel 4 (Mus musculus), Q9QUQ5; AID 2237, 2010;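 active = B-score above 5 SD of library B-scores, and initial fluorescence ratio not above library mean plus 5 SD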;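 note: positive B-score marks a calcium rise read as TRPC4 activation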
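Assay system – TRPC4beta and mu-opioid receptor HEK293 stable cells · Measured by – Fluo4 fluorescence, kinetic · Schedule – dye loading 45 min room temperature, 110 s kinetic read · Read-out – B-scored integrated calcium fluorescence ratio · Controls – buffer and maximal DAMGO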
TRPC4 PAM = positive allosteric modulators of TRPC4, primary screen, cell-based, mouse TRPC4beta, HEK293 mu-opioid, Fluo-4 calcium | B-score at 10 µM | Short transient receptor potential channel 4 (Mus musculus), Q9QUQ5 | actives 0.42% (n = 310,000) | AID 2227, 2009 | DAMGO EC20, Fluo-4 Ca2+ flux; hits give high values;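 active = B-score of calcium response area above 5 SD of library B-scores, with initial fluorescence ratio within 5 SD of library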;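 note: B-score of integrated fluorescence ratio over time as area under calcium response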
ANO1 block = TMEM16A chloride channel inhibitors, primary screen, cell-based, HTS | Anoctamin-1 (Mus musculus), Q8BHY3 | normalized B-score (activity score, 25-100; higher = stronger inhibition) at 10 µM | actives 1.2% (n = 310,000) | HEK293 TMEM16A/YFP iodide influx fluorescence, ionomycin;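 active = ratio plate-corrected score three or more library SD toward inhibition, starting fluorescence score within five deviations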;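 note: score derived from kinetic fluorescence span divided by baseline fluorescence per well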
TRPC6 inhibitor = mouse TRPC6 channel inhibitors, primary screen, cell-based, HEK293, membrane potential dye. Short transient receptor potential channel 6 (Mus musculus), Q61143. ACh-evoked depolarization; hits give low values. B-score at 10 µM. actives 1.1% (n = 310,000);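 active = B-score under library mean minus 3 SD, initial fluorescence not abnormally high, positive integrated signal ratio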;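 note: B-score derived from integrated fluorescence ratio over the kinetic read; more negative B-score means stronger inhibition of depolarization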
The depositor's hits bear a star; i = inactive; · = not tested or not shown.

compound	TRPC6 act	TMEM16A act	SKKanGAS inh	MrgX1 agonist	TRPC4 block	MrgX1 PAM	MrgX1 antag	TRPC4 act	TRPC4 PAM	ANO1 block	TRPC6 inhibitor
O=C(NCc1ccc2c(c1)OCO2)c1ccc(-c2ccc(Cl)cc2)o1	i	i	-8.0	i	i	i	i	i	i	i	i
Cc1ccc(NS(=O)(=O)c2ccc3c(c2)n(C)c(=O)n3C)cc1	i	i	0.6	i	i	i	i	i	i	i	i
Oc1ccc(C2Nc3cccc4cccc(c34)N2)c(O)c1	i	i	9.4	i	i	i	i	i	i	i	i
CC(C)CCNC(=O)NC(=O)COc1c(F)c(F)cc(F)c1F	i	i	1.7	i	i	i	i	i	i	i	i
COc1ccccc1-n1cnnc1SCC(=O)Nc1cccnc1Cl	i	i	0.2	i	i	i	i	i	i	i	i
CCOC(=O)c1ccc(NC(=O)c2nn(CC)cc2Br)cc1	i	i	-9.6	i	i	i	i	i	i	i	i
Cc1onc(NC(=O)NC(=O)c2ccccc2F)c1Br	i	i	30.0	i	i	i	i	i	i	i	i
CC1(OC(=O)c2ccc(Cl)nc2)C(=O)C=C2C=C(c3ccc(C#N)cc3)OC=C2C1=O (stereo unspecified)	i	·	12.6	i	i	i	i	i	i	i	i
COc1ccc(S(=O)(=O)NCC2CCCO2)cc1NC(=O)c1ccccc1F (stereo unspecified)	i	i	-2.0	i	i	i	i	i	i	i	i
CC1c2ccsc2CCN1S(=O)(=O)c1cccs1 (stereo unspecified)	i	i	6.9	i	i	i	i	i	i	i	i
C/C(=N/NC(=O)CNC(=O)COc1ccccc1)c1ccco1	i	i	6.2	i	i	i	i	i	i	i	i
O=C(CN1C(=O)c2cccc3cccc1c23)NCc1ccc2c(c1)OCO2	i	i	-0.7	i	i	i	i	i	i	i	i
Cc1cc(C)c([C@@H]2C[C@H]3CN(C4CCCC4)C(=O)[C@]34CCCN24)c(-n2cccn2)c1	i	i	-4.6	i	i	i	i	i	i	i	i
O=C(OCC#CCSc1nnc(-c2ccccc2)o1)c1ccco1	i	i	-1.0	i	i	i	i	i	i	i	i
Cc1ccc(OCC(O)CN2CCOCC2)cc1 (stereo unspecified)	i	i	0.2	i	i	i	i	i	i	i	i
C=CCn1c(CSCc2ccc(Cl)cc2)nnc1SCC(=O)NCc1ccccc1	i	i	-17.5	i	i	i	i	i	i	i	i
COC(=O)C1=C(C)NC(=O)C1(Nc1nccs1)C(F)(F)F (stereo unspecified)	i	i	0.4	i	i	i	i	i	i	i	i
CCOC(=O)C(Cc1ccccc1)NC(=O)Cn1nnc(-c2ccccc2)n1 (stereo unspecified)	i	i	-14.9	i	i	i	i	i	i	i	i
CCCN1CCC(=O)N(CCOc2ccccc2)CC1	i	i	-0.8	i	i	i	i	i	i	i	i
COc1ccc(S(=O)(=O)N2CCCCCC2)cc1C(=O)N(C)CCOc1ccc(Cl)cc1	i	i	-9.2	i	i	i	i	i	i	i	i

Going on with the list.
compound	TRPC6 act	TMEM16A act	SKKanGAS inh	MrgX1 agonist	TRPC4 block	MrgX1 PAM	MrgX1 antag	TRPC4 act	TRPC4 PAM	ANO1 block	TRPC6 inhibitor
O=C(COc1ccc(F)cc1)N(Cc1ccco1)C1CCS(=O)(=O)C1 (stereo unspecified)	i	i	-1.0	i	i	i	i	i	i	i	i
O=C(CSc1nc2ccc(Nc3nc(N4CCCC4)nc(N4CCCC4)n3)cc2s1)NCc1ccco1	i	i	25.4	i	i	i	i	i	i	i	i
COc1ccc(-n2c(SCC(=O)Nc3nccs3)nc3sc4c(c3c2=O)CCN(C)C4)cc1	i	i	3.1	i	i	i	i	i	i	i	i
CC(=O)CC(=O)Nc1ccc2ccccc2c1	i	i	-3.0	i	i	i	i	i	i	i	i
O=c1c2[nH]c3ccccc3c2ncn1Cc1ccco1	i	i	21.3	i	i	i	i	i	i	i	i
Cc1ccc(N2/C(=N/c3nc(C)cc(C)n3)NC(=O)CC2C(=O)O)cc1 (stereo unspecified)	i	i	3.8	i	i	i	i	i	i	i	i
Cc1cc(NC(=O)/C=C/c2cccc(F)c2)n(-c2nc3ccccc3[nH]2)n1	i	i	-14.9	i	i	i	i	i	i	i	i
Cc1sc2nc(-c3ccc(Br)cc3)oc(=O)c2c1C	i	i	-0.5	i	i	6.57*	i	i	i	i	i
CCCCCC(=O)NC(=S)Nc1ccc(N2CCOCC2)cc1	i	i	16.1	i	i	i	i	i	i	i	i
CN(C)CCn1c2c(c(SCC(=O)NCc3ccccc3)nc1=O)CCCC2	i	i	0.3	i	i	i	i	i	i	i	i
COc1ccc(N=CC2=C(O)CC(C)(C)CC2=O)cc1	i	i	0.5	i	i	i	-6.54*	i	i	i	i
NC(=O)c1sc2cc(C(F)(F)F)cnc2c1-c1cccs1	i	i	-3.1	i	i	i	i	i	i	i	i
CCC[C@@H]1CCCO[C@@](C(=O)NCc2ccccn2)(C(F)(F)F)C1	i	i	-1.5	i	i	i	i	i	i	i	i
CCc1cccc2c(C(=O)COC(=O)c3ccccc3)c[nH]c12	i	i	-0.3	i	i	i	i	i	i	i	i
Cn1nc(C(C)(C)C)cc1C(=O)O	i	i	5.3	i	i	i	i	i	i	i	i
O=C(NCCCNCc1ccccc1)c1ccc(/C=N/O)nc1	i	i	6.0	i	i	i	i	i	i	i	i
CCn1c2ccccc2c2cc(NC(=O)c3ccc(C)c([N+](=O)[O-])c3)ccc21	i	i	36.0	i	i	i	i	i	i	i	i
O=C(Nc1ccccc1C(=O)NC(Cc1ccccc1)C(=O)O)c1ccco1 (stereo unspecified)	i	i	2.2	i	i	i	i	i	i	i	i
Cc1noc(C)c1CSCC(=O)Nc1cc(S(=O)(=O)N2CCOCC2)ccc1OCC(F)(F)F	i	i	0.9	i	i	i	i	i	i	i	i
CC(=O)N(Cc1ccco1)c1nc(C(=O)Nc2ccc(Cl)cc2)c(C)s1	i	i	-0.1	i	i	i	i	i	i	i	i

Additional records follow.
compound	TRPC6 act	TMEM16A act	SKKanGAS inh	MrgX1 agonist	TRPC4 block	MrgX1 PAM	MrgX1 antag	TRPC4 act	TRPC4 PAM	ANO1 block	TRPC6 inhibitor
O=C(NCc1cccc(Cl)c1)C1CCC(=O)N(CCN2CCOCC2)C1 (stereo unspecified)	i	i	-1.3	i	i	i	i	i	i	i	i
Cc1cc(C)n(CCNC(=O)c2ccc3c(c2)OCO3)n1	i	i	-9.4	i	i	i	i	i	i	i	i
CN=C(c1ccccc1)c1c(C)cccc1C	i	i	4.2	i	i	i	i	i	i	i	i
Cc1occc1C(=O)Nc1ccc(OCc2ccccc2)cc1	i	i	30.9	i	i	i	i	i	i	i	i
CCO[C@@H]1OC(C(=O)N2CCN(C)CC2)=C[C@H](c2csc3ccccc23)[C@H]1CCCO	i	i	1.5	i	i	i	i	i	i	i	i
O=C(O)COc1ccc(Nc2ccccc2)cc1	i	i	4.9	i	i	i	i	i	i	i	i
COC(=O)c1[nH]c2ccc(C)cc2c1NC(=O)CN1CCC(C)CC1	i	i	0.2	i	i	7.84*	i	i	i	i	i
COc1ccc(C(C(=O)NC2CCCCC2)N(C(=O)c2sc(C)nc2C)c2ccc(C(C)=O)cc2)cc1 (stereo unspecified)	i	i	7.0	i	i	i	i	i	i	i	i
CCN(CC)C(=O)c1ccc(NS(=O)(=O)c2ccccc2)cc1	i	i	-1.3	i	i	i	i	i	i	i	i
Cc1ccc(S(=O)(=O)N2CCC(=O)N(C(COCc3ccc(Cl)cc3Cl)Cc3ccccc3)CC2)cc1 (stereo unspecified)	i	-28.6*	16.3	i	i	i	i	i	i	i	i
O=C(Cc1ccc(Cl)cc1)NNC(=O)c1cnccn1	i	i	-3.1	i	i	i	i	i	i	i	i
Cc1ccc(NS(=O)(=O)c2c(C)[nH]c(=O)[nH]c2=O)cc1C	i	i	-0.1	i	i	i	i	i	i	i	i
CC(=O)N1CCC(C(=O)NCCOc2cccc(C)c2)CC1	i	i	-1.1	i	i	i	i	i	i	i	i
CCOc1ccc(-c2nnc(SCC(=O)N3CCOCC3)o2)cc1	i	i	5.0	i	i	i	i	i	i	i	i
Cc1noc2ncnc(Oc3ccc(C(C)(C)C)cc3)c12	i	i	10.2	i	i	i	i	i	i	i	i
Cc1ccccc1N1CC(C(=O)Nc2ccc(S(=O)(=O)N3CCCCC3)cc2)CC1=O (stereo unspecified)	i	i	-2.4	i	i	i	i	i	i	i	i
Cn1c(CNC(=O)c2ccc3c(c2)OCO3)nnc1SCC(=O)Nc1ccc(F)cc1	i	i	-47.2	i	i	i	i	i	i	i	i
Cn1c(C(=O)NCc2cccnc2)cc2sccc21	i	i	-0.1	i	i	i	i	i	i	i	i
O=C(NC1CCCCC1)c1cc2nc(-c3ccco3)cc(C(F)(F)F)n2n1	i	i	-1.1	·	i	·	·	i	i	·	i
O=C(N/N=C/c1ccc[nH]1)c1ccccc1OCc1ccc(F)cc1	i	i	-8.4	i	i	i	i	i	i	i	i

(further entries)
compound	TRPC6 act	TMEM16A act	SKKanGAS inh	MrgX1 agonist	TRPC4 block	MrgX1 PAM	MrgX1 antag	TRPC4 act	TRPC4 PAM	ANO1 block	TRPC6 inhibitor
Cc1ccc(SCC(=O)NC2CCS(=O)(=O)C2)cc1 (stereo unspecified)	i	i	0.1	i	i	i	i	i	i	i	i
CN(C)CCCN=C(NO)c1ccc(Cl)cc1Cl	i	i	-3.1	i	i	i	i	i	i	i	i
COc1ccc(-c2n[nH]c(C)c2-c2ccc(OC)c(OC)c2)c(O)c1	i	i	7.5	i	i	i	i	i	i	i	i
COC(=O)Cn1ncc(N2CC(C)OC(C)C2)c(Cl)c1=O (stereo unspecified)	i	i	1.1	i	i	i	i	i	i	i	i
